Bioassay records as filed in PubChem BioAssay.
FLuc inh counter: counter-screen for luciferase assay inhibitors: firefly luciferase inhibition; ATPLite firefly luciferase biochemical luminescence, 10 min; inhibition, % at 10 µM; hit rate 1.5% among 200,000;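 active = inhibition above about 50% when tested at 10 µM, limit read from the data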
Target sequence (P08659 whole entry, looked up): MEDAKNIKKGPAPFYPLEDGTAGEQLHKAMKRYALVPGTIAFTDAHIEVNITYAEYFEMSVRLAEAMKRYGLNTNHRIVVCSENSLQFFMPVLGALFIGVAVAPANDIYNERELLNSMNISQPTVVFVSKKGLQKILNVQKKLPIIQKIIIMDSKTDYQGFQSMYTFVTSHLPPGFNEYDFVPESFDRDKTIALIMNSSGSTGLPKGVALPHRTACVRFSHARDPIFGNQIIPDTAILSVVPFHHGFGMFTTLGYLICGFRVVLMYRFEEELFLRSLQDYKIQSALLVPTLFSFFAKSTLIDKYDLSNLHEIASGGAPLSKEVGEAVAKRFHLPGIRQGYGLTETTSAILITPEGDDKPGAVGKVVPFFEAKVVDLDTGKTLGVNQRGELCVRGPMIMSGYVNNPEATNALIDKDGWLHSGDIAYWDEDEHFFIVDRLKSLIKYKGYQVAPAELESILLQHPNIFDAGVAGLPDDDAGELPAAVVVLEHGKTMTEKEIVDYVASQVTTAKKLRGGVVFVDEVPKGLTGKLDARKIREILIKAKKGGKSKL
TNAP inh hi DEA: TNAP (human) inhibition, high acceptor | P05186 | purified TNAP, CDP-star luminescence, 1 M DEA | inhibition, % at 20 µM | hit rate 0.03% among 200,000;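 active = over 50% inhibition of tissue-nonspecific alkaline phosphatase at 20 µM in the single-dose screen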;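 also: plate controls were DMSO wells for no effect and EDTA-quenched wells as full inhibition for full effect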
TNAP act hiacc: TNAP (human) activation, high acceptor; P05186; purified TNAP, CDP-star luminescence, 1 M DEA, 30 min; stronger effect = higher value; 0 = EDTA background, 1 = DMSO-only activity; activation factor at 20 µM; 200,000 tested, under 10 active;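 active = activation factor at least 2 at 20 µM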
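Test system – human TNAP · Doses – 20 µM single point · Incubation – 30 min, room temperature · Signal – luminescent substrate turnover signal · Read-out basis – activation factor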
APP 5'UTR act: activates APP 5'UTR luciferase reporter. activation, % at 2 µM. SH-SY5Y APP 5'UTR luciferase reporter, luminescence; zero percent = DMSO vehicle wells. hit rate 1% among 190,000;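 active = activation above a set limit, based on mean plus 3 SD of controls, cut at about 140% in these data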; also: values of inactives mirror those of a sister screen read the other way
FLuc stim CS: affects firefly luciferase, flagging false hits in luciferase stimulation screens; P08659; ATPlite luciferase biochemical, luminescence, 10 min; 0 = ATP-free wells, 1 = DMSO control; activation factor at 10 µM; 200,000 tested, under 10 active; AID 1027;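 active = luciferase activation factor, scaled between plate controls, of at least 2 with compound at 10 µM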
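Material: Luciferase/luciferin reagent mix | Doses: Test compounds dosed from 2 mM stocks in 100% DMSO | Timing: 10 min incubation after luciferase reagent addition, room temperature | Measured by: Luminescence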
PMI act: increases human mannose-6-phosphate isomerase activity; P34949; AID 1214; activation factor at 20 µM; hit rate 0.005% among 190,000; purified human PMI, coupled resazurin fluorescence, 20 min; stronger effect = higher value; 1 = vehicle control, 0 substrate-free wells;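 active = activation factor of 2 or more at 20 µM, relative to plate controls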
Target sequence (P34949 whole entry, looked up): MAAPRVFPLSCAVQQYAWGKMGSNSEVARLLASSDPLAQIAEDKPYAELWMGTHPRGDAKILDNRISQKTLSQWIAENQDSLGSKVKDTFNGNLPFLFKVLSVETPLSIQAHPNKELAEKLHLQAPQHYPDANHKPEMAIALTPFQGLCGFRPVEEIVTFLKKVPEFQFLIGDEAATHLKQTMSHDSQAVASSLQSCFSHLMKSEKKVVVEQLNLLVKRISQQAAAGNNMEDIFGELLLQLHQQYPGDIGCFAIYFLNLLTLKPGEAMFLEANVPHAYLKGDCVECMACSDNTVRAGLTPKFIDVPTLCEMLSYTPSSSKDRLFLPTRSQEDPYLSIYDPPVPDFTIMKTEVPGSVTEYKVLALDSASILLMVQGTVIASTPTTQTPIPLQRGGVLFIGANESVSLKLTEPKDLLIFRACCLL
PMI act satM6P: increases human PMI activity with near-saturating mannose 6-phosphate. P34949. coupled PMI enzyme assay, resazurin fluorescence, 20 min; stronger effect = higher value; 1 = untreated enzyme, 0 = substrate-free blank. activation factor at 20 µM. hit rate 0.34% among 190,000. AID 1216;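 active = activation factor of 2 or more at 20 µM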
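Test system: human phosphomannose isomerase with PGI, G6PDH, diaphorase coupling enzymes; Amount: PMI at 15 ng/mL final; Reagent: Mannose-6-phosphate 1.0 mM (near-saturating) plus 0.22 mM NADP+; Timing: 20 min, room temperature; Technique: resorufin fluorescence at Ex 544/Em 590 nm; Dosing: 20 µM single dose.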
TNAP inh noacc: TNAP (human) inhibition, acceptor-free conditions. P05186. inhibition, % at 20 µM. purified TNAP, CDP-star luminescence, 30 min. hit rate 0.26% among 200,000;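 active = tissue-nonspecific alkaline phosphatase inhibition above about 50% at 20 µM in the single-dose screen, limit read from the data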;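 also: 0% = DMSO negative control and 100% = EDTA positive control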
bIAP activator: increases bovine intestinal alkaline phosphatase activity. purified bovine IAP, CDP-star luminescence, 30 min; stronger effect = higher value; fold of DMSO-control signal, blank-subtracted. hit rate 0.17% among 200,000. AID 1016. activation factor at 20 µM;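 active = activation factor of 2 or more at 20 µM, a signal rise over negative controls twice the positive control's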
NF-kB neuron act: NF-kB expression increase, human neuronal cells. AID 1239. fold change at 12.5 µM. NF-kB reporter expression; stronger effect = higher value. hit rate 1.6% among 190,000; in the data active = fold change above about 3.3
The depositor's hits bear a star; / = not tested or not shown.

| item | mol | FLuc inh counter | TNAP inh hi DEA | TNAP act hiacc | APP 5'UTR act | FLuc stim CS | PMI act | PMI act satM6P | TNAP inh noacc | bIAP activator | NF-kB neuron act |
| --- | --- | --- | --- | --- | --- | --- | --- | --- | --- | --- | --- |
| 1 | O=C(Nc1ccc(CN2CCCCC2)cc1)c1cccc(F)c1 | -2 | 0 | 1 | 5 | 1 | 1 | 1 | -3 | 1 | 1.3 |
| 2 | CC(=O)N1CCN(c2ccc([N+](=O)[O-])cc2)CC1 | -4 | 8 | 0.9 | -16 | 1 | 1 | 1 | 8 | 0.9 | 1.1 |
| 3 | Cn1c(=O)c2c(ncn2CC(=O)Nc2cc(Cl)c(Cl)cc2Cl)n(C)c1=O | -3 | 1 | 1 | / | 1 | 1 | 1 | -6 | 1 | / |
| 4 | Cc1cc(C)n(-c2ccc(Cl)c(Cl)c2)n1 | -4 | -3 | 1 | 6 | 1 | 1 | 1.1 | -7 | 1 | 1 |
| 5 | CC(=O)OCCCN1C(=O)c2ccc(Br)cc2C1=O | 0 | -4 | 1 | 4 | 1 | 0.9 | 1 | -4 | 1.1 | 1.1 |
| 6 | C=CCc1cc(C)ccc1OCCOCCC(C(=O)OCC)C(=O)OCC | -2 | -5 | 1.1 | -20 | 1 | 0.9 | 1 | -11 | 1 | 1 |
| 7 | O=C(Cn1nnc(-c2ccc(CN3CCOCC3)cc2)n1)NC1CCCCC1 | -17 | -7 | 1.1 | 9 | 1.2 | 1 | 1.1 | -10 | 0.9 | 0.9 |
| 8 | CCNC(=S)N/N=C/c1cc(C)ccc1C | -1 | 0 | 1 | -11 | 1 | 0.9 | 1 | -9 | 0.8 | 1.2 |
| 9 | NC(=O)C1CCN(C(=O)CCCCCn2c(=O)[nH]c3ccsc3c2=O)CC1 | -8 | -2 | 1 | 4 | 1.1 | 1 | 1 | -10 | 1.2 | 1 |
| 10 | CC(=O)Nc1ccc(S(=O)(=O)NNC(=O)CCC(=O)Nc2cc(C)ccc2C)cc1 | -3 | 1 | 1 | 16 | 1 | 1 | 1 | -4 | 0.7 | 1.1 |
| 11 | CCSc1nc2c(c(=O)[nH]c(=O)n2C)n1Cc1ccc(Cl)cc1 | -6 | -10 | 1.1 | 10 | 1.1 | 1.1 | 1.1 | -15 | 0.9 | 0.81 |
| 12 | Cc1nnc(NC2=NCCC2)o1 | 0 | -4 | 1 | 7 | 1 | 1 | 1 | -4 | 1.1 | 1.2 |
| 13 | O=C(c1cccs1)N1CCc2c([nH]c3ccccc23)C1c1ccccn1 (stereo not given) | -2 | -8 | 1.1 | 6 | 1 | 0.8 | 0.7 | -8 | 1 | / |
| 14 | C=C1C(C(=O)Nc2cccc(OC)c2)C1C(=O)Nc1cccc(OC)c1 (stereo not given) | -6 | -2 | 1 | 10 | 1.1 | 0.9 | 0.9 | -6 | 1.3 | 1 |
| 15 | CC(C)(C)NC(=O)C(c1cccs1)N(C(=O)C(=O)NC1CCCC1)c1ccccc1F (stereo not given) | -2 | -3 | 1 | -9 | 1 | 0.9 | 1 | -7 | 1.1 | 1.2 |
| 16 | Cc1cc(C)nc(Sc2nc(Cl)nc(N(c3ccccc3)c3ccccc3)n2)n1 | -3 | -4 | 1 | 22 | 1 | 0.9 | 0.9 | -9 | 1 | 1 |
| 17 | Cc1sc2ncnc(SCC(=O)NC3CC3)c2c1C | -3 | -2 | 1 | 6 | 1 | 0.9 | 0.9 | -12 | 0.9 | 0.76 |
| 18 | COc1cc(NC(=O)c2ccccc2[N+](=O)[O-])c(C(=O)O)cc1OC | -2 | 2 | 1 | 6 | 1 | 1 | 1 | -1 | 1 | 1.4 |
| 19 | CCOC(=O)C1CCN(C(=O)Cc2c(C(=O)O)[nH]c3ccccc23)CC1 | -4 | -3 | 1 | -7 | 1 | 0.9 | 0.9 | -4 | 1 | 1.1 |
| 20 | CC(=O)C1=C(O)CC(C)(C)CC1=NCCc1nc2ccccc2[nH]1 | 0 | 2 | 1 | -3 | 1 | 1 | 1 | -10 | 1 | 1.2 |
| 21 | COCCn1c(SCC(=O)NC2CCCC2)nc2cccnc21 | 0 | 1 | 1 | 5 | 1 | 1 | 1.1 | -8 | 1 | 1 |
| 22 | O=C(Nc1cccnc1)Nc1ccccc1Cl | 4 | -6 | 1.1 | 0 | 1 | 1 | 1.1 | -1 | 0.9 | 1.2 |
| 23 | c1ccc2c(c1)[nH]c1nc3nncn3nc12 | -2 | -4 | 1 | 1 | 1 | 1 | 1 | -8 | 0.9 | 0.99 |
| 24 | Fc1cccc(Cl)c1CNC(c1ccccc1)c1ccccc1 | -4 | -4 | 1 | -11 | 1 | 1 | 1 | -5 | 0.6 | 1.2 |
| 25 | CC(=O)n1cc(Nc2ccccc2C(=O)O)c2ccccc21 | -2 | -8 | 1.1 | 7 | 1 | 1.1 | 1 | -18 | 1 | 1 |
| 26 | O=C(Oc1ccc(Cl)c2cccnc12)c1ccco1 | 4 | -3 | 1 | -22 | 1 | 1 | 1 | -14 | 0.7 | 0.88 |
| 27 | COc1cc(CNn2c(C)n[nH]c2=S)cc(Cl)c1OCc1ccccc1 | -12 | 8 | 0.9 | 29 | 1.1 | 0.8 | 0.9 | 40 | 0.8 | 1.3 |
| 28 | CC(C)(C)c1cc(CCC(=O)NNC(=O)c2ccco2)cc(C(C)(C)C)c1O | -2 | -1 | 1 | -18 | 1 | 1 | 1.1 | -145 | 0.7 | 0.82 |
| 29 | O=C(Nc1ccc(F)c(F)c1)c1ccc2c(c1)OCO2 | 21 | -5 | 1 | 81 | 0.8 | 0.8 | 0.8 | -9 | 0.9 | 2.5 |
| 30 | Cn1cc(-c2nnnn2-c2ccc(Cl)cc2)c(=O)c2ccccc21 | -8 | -1 | 1 | 7 | 1.1 | 1 | 1.1 | 15 | 0.9 | 1.1 |

Four of the compounds above, with each value named:
24. Fc1cccc(Cl)c1CNC(c1ccccc1)c1ccccc1
  FLuc inh counter: -4; TNAP inh hi DEA: -4; TNAP act hiacc: 1; APP 5'UTR act: -11; FLuc stim CS: 1; PMI act: 1; PMI act satM6P: 1; TNAP inh noacc: -5; bIAP activator: 0.6; NF-kB neuron act: 1.2

9. NC(=O)C1CCN(C(=O)CCCCCn2c(=O)[nH]c3ccsc3c2=O)CC1
  FLuc inh counter: -8; TNAP inh hi DEA: -2; TNAP act hiacc: 1; APP 5'UTR act: 4; FLuc stim CS: 1.1; PMI act: 1; PMI act satM6P: 1; TNAP inh noacc: -10; bIAP activator: 1.2; NF-kB neuron act: 1

28. CC(C)(C)c1cc(CCC(=O)NNC(=O)c2ccco2)cc(C(C)(C)C)c1O
  FLuc inh counter: -2; TNAP inh hi DEA: -1; TNAP act hiacc: 1; APP 5'UTR act: -18; FLuc stim CS: 1; PMI act: 1; PMI act satM6P: 1.1; TNAP inh noacc: -145; bIAP activator: 0.7; NF-kB neuron act: 0.82

3. Cn1c(=O)c2c(ncn2CC(=O)Nc2cc(Cl)c(Cl)cc2Cl)n(C)c1=O
  FLuc inh counter: -3; TNAP inh hi DEA: 1; TNAP act hiacc: 1; APP 5'UTR act: /; FLuc stim CS: 1; PMI act: 1; PMI act satM6P: 1; TNAP inh noacc: -6; bIAP activator: 1; NF-kB neuron act: /

The list goes on.
| item | mol | FLuc inh counter | TNAP inh hi DEA | TNAP act hiacc | APP 5'UTR act | FLuc stim CS | PMI act | PMI act satM6P | TNAP inh noacc | bIAP activator | NF-kB neuron act |
| --- | --- | --- | --- | --- | --- | --- | --- | --- | --- | --- | --- |
| 31 | CCn1c(=O)cc(OCC(=O)Nc2cc(C)ccn2)c2ccccc21 | -5 | -3 | 1 | 12 | 1.1 | 1 | 1.1 | -15 | 0.9 | 0.92 |
| 32 | CCO[C@H]1OC(C(=O)Nc2ccccc2)=C[C@@H](C2CC2)[C@@H]1CCCO | 0 | -4 | 1 | -12 | 1 | 1 | 1 | -5 | 1.2 | 1.1 |
| 33 | CCn1cc(Br)c(C(=O)Nc2cccc(SC)c2)n1 | 11 | -2 | 1 | 20 | 0.9 | 0.9 | 1 | -10 | 0.7 | 1.7 |
| 34 | CC(C)NC(=O)Cn1c(SCC(=O)N2CCCCCC2)nc2ccccc21 | -1 | -2 | 1 | 1 | 1 | 1 | 1 | -10 | 1.2 | 1.1 |
| 35 | COc1ccc(C)cc1S(=O)(=O)N(C)CC(N)=O | -1 | -2 | 1 | 1 | 1 | 0.9 | 0.9 | -8 | 0.8 | 1.1 |
| 36 | O=C(CSc1nnc(Cc2cc(=O)[nH]c(=O)[nH]2)n1-c1ccc(F)cc1)NC1CCCC1 | -6 | -6 | 1.1 | 7 | 1.1 | 1.2 | 1.2 | 12 | 0.9 | 1 |
| 37 | C=CCNC(=O)C1CC=CCC1C(=O)O (stereo not given) | -1 | 3 | 1 | -4 | 1 | 1 | 1 | -6 | 1 | 1 |
| 38 | Cc1sc(NC(=O)c2ccccc2)c(C#N)c1-c1ccccc1 | 31 | -2 | 1 | 138* | 0.7 | 0.9 | 1 | -25 | 0.9 | 4.9* |
| 39 | Cc1ccc(CNC(=O)COC(=O)CCC(=O)c2cccs2)cc1 | 3 | -4 | 1 | 8 | 1 | 1 | 1 | 5 | 1.4 | 1.1 |
| 40 | COC(=O)CSc1nnc(-c2cnccn2)n1C | -5 | -6 | 1.1 | 12 | 1.1 | 1.1 | 1.1 | -14 | 0.9 | 1.3 |
| 41 | COCC(C)n1c(C)cc(C(=O)COC(=O)CCc2nc3ccccc3c(=O)[nH]2)c1C (stereo not given) | 11 | -5 | 1.1 | 9 | 0.9 | 1.1 | 1 | -14 | 1.1 | 0.97 |
| 42 | Cc1cccc(NC(=O)CN2C(=O)S/C(=C\c3ccc(-c4cccc(C(=O)O)c4C)o3)C2=O)c1 | 6 | 5 | 0.9 | 7 | 0.9 | 1 | 0.8 | -4 | 1 | 1.1 |
| 43 | CCCc1cc(=O)[nH]c(SCC(=O)NC2CCCCC2)n1 | -5 | -6 | 1.1 | -10 | 1 | 0.9 | 1 | -10 | 0.9 | 1.4 |
| 44 | O=c1c2cn[nH]c2[nH]c(=S)n1-c1ccccc1Cl | -5 | 1 | 1 | 25 | 1.1 | 1.1 | 1.1 | -22 | 1.2 | 1.1 |
| 45 | Cc1ccc(-c2n[nH]c(=O)c3ccccc23)cc1S(=O)(=O)NC(C)(C)C | -5 | -2 | 1 | 14 | 1.1 | 1 | 1 | -6 | 1.2 | 1.4 |
| 46 | CCN(CC)CCNC(=O)c1ccc(NC2=NC3CS(=O)(=O)CC3S2)cc1 (stereo not given) | -3 | 2 | 1 | -11 | 1 | 1 | 1 | -7 | 1 | 1.2 |
| 47 | O=C(COC(=O)c1ccc(Cl)cc1O)Nc1cccnc1Cl | -2 | -5 | 1.1 | -1 | 1 | 1.1 | 1.2 | -10 | 0.9 | 1.3 |
| 48 | CC(C)C(c1nnnn1C(C)(C)C)N1CCOCC1 (stereo not given) | -3 | -3 | 1 | -4 | 1 | 0.8 | 0.9 | -2 | 0.9 | 1.2 |
| 49 | COc1cc(OC)c(OC)cc1CN1CCN(Cc2ccc(SC)cc2)CC1 | -5 | -4 | 1 | 10 | 1 | 0.8 | 0.9 | -4 | 1.4 | 0.85 |
| 50 | O=C1C(=O)N(CCN2CCOCC2)C(c2cccnc2)/C1=C(/O)c1ccccc1 (stereo not given) | -1 | -1 | 1 | -2 | 1 | / | / | -1 | 1 | 0.94 |
